# KB-3-1 tox – qHTS assay for MDR1-selective chemotherapeutics: Primary screen using the parental adenocarcinoma cell KB-3-1 | KB-3-1 viability, CellTiter-Glo ATP luminescence, 72 h | Potency, µM (doses to about 46.1 µM), for inactives: at the top dose activity change, negative = cytotoxic, usual class: cytotoxic | actives 1.4% (n = 400,000) | AID 1347075, 2019; note: potency is the fitted concentration of half-maximal effect; % is set by controls: 0 for no effect and ±100 for the full control effect; nearly all actives have a fitted effect of over 60% in size
#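 Parental KB-3-1 viability, qHTS format: 72 h compound exposure, 37 °C; CellTiter-Glo; media-only wells and DMSO plates as controls; concentration-effect fits on corrected data.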
# HT1080-NT tox – qHTS for induction of synthetic lethality in tumor cells producing 2HG: qHTS for the HT-1080-NT fibrosarcoma cell line; HT-1080-NT fibrosarcoma viability, CellTiter-Glo ATP luminescence, 48 h; Potency, µM (top dose mostly 46.1 µM), without a hit: top-dose activity, negative = less viability, most hits filed as cytotoxic; actives 1.6% (n = 360,000); AID 686970, 2013;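 note: NT is the 2HG producing partner of a matched IDH1 knockdown line; potency is the fitted concentration of half-maximal effect; 0% = DMSO-treated cells and -100% = media-only wells without cells; nearly all actives have a fitted effect of over 55% in size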
#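 Fibrosarcoma NT cells, 750 per well in 5% FBS RPMI, were exposed to compound for 48 hours. Viability: CellTiter-Glo luminescence.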
# S2 tox – Viability Counterscreen for Primary qHTS for Inhibitors of ATXN expression. S2 cells (HEK-293 line with an ATXN2-luciferase reporter) viability, CellTiter-Fluor protease fluorescence, 24 h. Potency, µM (highest dose often 56.7 µM), actives largely listed as cytotoxic. actives 0.49% (n = 400,000). AID 651635, 2014; note: potency is the fitted concentration of half-maximal effect; nearly all actives have a fitted effect of over 40% in size
# HepG2 viability – qHTS for Inhibitors of TGF-b: Cytotox Counterscreen | AID 588856, 2011 | actives 0.76% (n = 410,000) | HepG2 CAGA-GFP viability, ATP luminescence, 18 h | Potency, µM (top dose mostly 46.1 µM), for inactives: top-dose activity change, negative = cytotoxicity, usual class: cytotoxic; note: potency is the fitted concentration of half-maximal effect; some results filed as inactive show a strong effect at the top dose
#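 HepG2 CAGA-GFP cells (1000/well, DMEM with 1% FBS) received compound, then TGF-beta at 500 pg/mL final, and were incubated 18 hours at 37 degrees C. Viability was read by CellTiter-Glo luminescence. Media-only wells were set as complete cell-killing and DMSO as no toxicity.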
# HT1080 IDH1KD tx – qHTS for induction of synthetic lethality in tumor cells producing 2HG: qHTS for the HT-1080-IDH1KD cell line; HT-1080 IDH1 knockdown viability, ATP luminescence, 48 h; Potency, µM (doses to about 46.1 µM), inactives show at the top dose activity, negative = toxicity, hits mostly cytotoxic; actives 2% (n = 360,000);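 note: potency is the fitted concentration of half-maximal effect; 0% = DMSO wells and -100% = cell-free medium wells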
#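 Using the IDH1-knockdown HT-1080 line run in the same batch and compound series as the NT line, viability after 48 h at 37 °C was determined by CellTiter-Glo luminescence and expressed as % activity.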
# ATXN2 expr inh – Primary qHTS for Inhibitors of ATXN expression; actives 0.72% (n = 360,000); AID 1745845, 2022; HEK-293 ATXN2-luciferase reporter, luminescence, 24 h; Potency, µM (highest dose often 57 µM), for inactives: at the top dose activity change, negative = inhibition, hits mostly inhibitors; note: potency is the fitted concentration of half-maximal effect; % is set by controls: 0 for no effect and ±100 for the full control effect; nearly all actives have a fitted effect of over 55% in size
#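 ATXN2-luciferase reporter cells (luciferase flanked by upstream and downstream ATXN2 gene portions) were treated 24 h at 37 °C with compounds at up to 57 uM. SteadyGlo luminescence gave expression; GF-AFC fluorescence gave viability.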
# SW480 rereplic – A quantitative high throughput screen for small molecules that induce DNA re-replication in SW480 colon adenocarcinoma cells | SW480 DNA re-replication, Hoechst DNA content imaging, 48 h | AID 624297, 2012 | Potency, µM (doses to about 46.1 µM), for the others: top-dose re-replication activation, most hits filed as activators | actives 1.8% (n = 340,000); note: potency is the fitted concentration of half-maximal effect; % of control where 0% means no effect; nearly all actives have a fitted effect of over 55% in size
#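 Image-based DNA-content assay: after two days of treatment, nuclei were labelled with the DNA dye Hoechst and imaged, and hits were compounds raising the count of nuclei showing high fluorescence intensity.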
# IL-1B inflam inh – qHTS for Inhibitors of Inflammasome Signaling: IL-1-beta AlphaLISA Primary Screen. AID 743279, 2014. actives 4.7% (n = 360,000). activity change, % at 57.5 µM. THP-1 LPS/ATP IL-1B secretion, AlphaLISA, 16 h; hits give low values; in the data active = activity change below about -50%; inconclusive = mostly about -30% to -49%; note: % is set by controls: 0 for no effect and ±100 for the full control effect
#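 THP-1 cells pretreated 1 hr with compounds (up to 57.5 uM final), then stimulated with LPS (250 ng/mL final) plus ATP (1.25 mM final); secreted IL-1B measured by AlphaLISA after 16 hr, decreased signal indicating inhibition.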
# MCF10A rerep – A quantitative high throughput screen for small molecules that induce DNA re-replication in MCF 10a normal breast cells | MCF 10A DNA re-replication, Hoechst nuclear intensity, 48 h | Potency, µM (titrated, usually from 46.1 µM), for the others: at the top dose activity, positive = re-replication, most hits filed as activators | actives 2.9% (n = 350,000) | AID 624296, 2012; note: potency is the fitted concentration of half-maximal effect; % of control where 0% means no effect; nearly all actives have a fitted effect of over 50% in size
# * hit, by the source's call; i = inactive; ? = inconclusive; / = not tested or not shown; & = joins results of further samples; [ ] = dose if it differs, or a comment. Unless noted, calls come from the whole dose curve; as a rule, active = well fitted curve in the direction sought with a large enough effect; inconclusive = small, poorly fitted or top-dose-only effect, or another doubt; inactive = no such curve, though single readings can be large; an effect the other way counts as inactive or inconclusive.
SMILES,KB-3-1 tox,HT1080-NT tox,S2 tox,HepG2 viability,HT1080 IDH1KD tx,ATXN2 expr inh,SW480 rereplic,IL-1B inflam inh,MCF10A rerep
Cc1cccc(N2CCN(C(=O)NCc3noc4ccccc34)CC2)c1C,-4%,/,i,-29%,/,13%,/,/,/
O=C(O)c1ccc(N2C(=O)CC(SC(=NCc3ccc4c(c3)OCO4)Nc3ccc(F)cc3)C2=O)cc1 (configuration not stated),-4%,?,/,5%,?,-16%,0%,-5,14%
COc1ccc(CN2CCc3ccccc3C2)c(OC)c1,-2%,4%,i,-147%,6%,-15%,12%,-3,-6%
CC(=O)c1ccc(NC(=O)CCc2nnc3ccc(N4CCCC4)nn23)cc1,5%,0%,i,-10%,-3%,11%,9%,4,-6%
Cc1ccc(CNC(=O)CSc2ccc(-c3ccco3)nn2)cc1,2%,5%,i,-6%,-2%,7%,-5%,9,-6%
O=S1c2ccccc2Oc2ccccc21,3%,-2%,i,7%,3%,4%,-2%,4,-14%
CCC(=O)n1nc(-c2ccc(OC)cc2)nc1SC,0%,25%,i,9%,10%,25%,0%,-11,19%
CNc1ccccc1NC(=O)CCn1c(=S)oc2ccccc21,12%,5%,i,-6%,13%,-6%,-1%,-6,0%
COCCCn1c(-c2ccsc2)nc2c1c(=O)[nH]c(=O)n2Cc1ccccc1,-3%,-9%,i,-18%,-3%,3%,-11%,21,-4%
Cc1c(F)cccc1NC(=O)CCCCCC1NC(=O)NC1C (configuration not stated),10%,5%,i,1%,2%,22%,-3%,-97*,-4%
CN(C)S(=O)(=O)c1ccc(N2CCCC2)c(C(=O)NNC(=O)c2ccc(Br)cc2)c1,-1%,0%,i,-10%,-2%,6%,-15%,-10,-1%
O=C(CCC(=O)NNC(=O)COc1ccccc1)NCc1ccccc1,-26%,3%,i,13µM*,3%,-3%,-1%,-10,4%
Cc1ccc(O)c(C(=O)c2cnc3c(c2)c(=O)n(C)c(=O)n3C)c1,-1%,16%,i,10%,7%,-31%,-1%,26,9%
CCC(=O)Nc1c2c(nn1-c1ccc(F)cc1)CS(=O)C2 (configuration not stated),24%,2%,i,11%,0%,6%,-8%,25,8%
O=C(NCc1ccccn1)c1ccc(CNS(=O)(=O)c2ccc(F)cc2)cc1,15%,14%,i,4%,20%,7%,-13%,2,-2%
CN1CCN(S(=O)(=O)c2ccc(N3CCN(C(c4ccccc4)c4ccccc4)CC3)nc2)CC1,?,7%,i,0%,?,-8%,11%,19,?
N#CC1(NC(=O)CSc2nnc(-c3ccccc3F)o2)CCCCC1,3%,21%,i,3%,11%,3%,412%,?,-5%
CC(C)C[C@H]1CN(CCCC[C@H]2CNC(=O)C(=O)N2Cc2ccccc2)C(=O)C(=O)N1CC1CCCCC1,14%,10%,?,/,1%,0%,/,-15,/
CCn1c(O)c(C=NC2CCCC(C)C2C)sc1=S (configuration not stated),-20%,-26%,?,-49%,?,27%,-61%[inhibitor],5,0%
Cc1nnc(NC(=O)CCS(=O)(=O)Cc2ccccc2)s1,-15%,23%,i,-4%,0%,53%[activator],?,-1,?
C[C@@H]1CCC(=O)N(C[C@@H](C)CSc2ccccc2)CC1,6%&4%,4%,i,-21%&-32%,0%,-3%,-5%,3,-14%
COc1ccc(S(=O)(=O)N2CCC(C(=O)NCC(c3cccs3)N(C)C)CC2)cc1 (configuration not stated),5%,0%,i,-4%,-9%,2%,-2%,-9,968%[0.0737 µM]
COc1ccc(OC)c(C2=NOC(C(=O)Nc3cc(C)nn3-c3ccccc3)C2)c1 (configuration not stated),-6%,7%,i,-4%,3%,-6%,1%,4,7%
COc1cc(CN2CCC(C)CC2)ccc1OCc1ccccc1,0%,-7%,i,-47%,-10%,-26%,?,-18,?
COc1cccc(NC(=O)CN(C)C(=O)CN2C(=O)NC(C)(c3ccc(C)cc3)C2=O)c1 (configuration not stated),?,-12%,?,-8%,-27%,-25%,-7%,27,-4%

# Later entries.
SMILES,KB-3-1 tox,HT1080-NT tox,S2 tox,HepG2 viability,HT1080 IDH1KD tx,ATXN2 expr inh,SW480 rereplic,IL-1B inflam inh,MCF10A rerep
CCC1(CC)NC(=O)N(CC(=O)OCC(=O)c2ccccc2OC)C1=O,9%,-1%,i,-6%,-4%,-4%,-47%[inhibitor],12,-29%
Cc1ccc(CN2CCc3nc(SCC(=O)Nc4cccc(C)c4C)[nH]c(=O)c3C2)cc1,14%,/,i,-5%,/,4%,/,/,/
COc1cccc(N=c2oc3c(C)ncc(CO)c3cc2C(N)=O)c1,14%,4%,i,4%,-2%,0%,4%,31,16%
Cc1ccccc1-c1cnc(C(O)c2ccc(F)cc2)[nH]1 (configuration not stated),0%,0%,i,-4%,1%,52%[activator],/,19,/
CCNC(=O)CSc1nc(-c2ccc(F)cc2)cs1,0%,14%,i,11%,0%,/,2%,-5,3%
CCOc1ccc(C(=O)Nc2cc(-c3ccccc3)no2)cc1,-5%,/,i,-4%,/,35%[activator],/,/,/
CN1C(=O)/C(=C/c2cc(N=Nc3ccccc3)ccc2O)SC1=S,2%,1%,28µM*,-10%,17%,?,?,27,?
Clc1ccc(CNCCC2=CCCCC2)cc1,0%,6%,?,-30%,-21%,-39%,-2%,-76*,-14%
O=C(NC(=S)Nc1ccc(S(=O)(=O)N2CCCC2)cc1)C1CC1,-2%,-3%,i,-10%,-3%,8%,?,-26,?
O=C(Nc1ccn(CCCNCc2ccc3[nH]ccc3c2)c(=O)n1)OCc1ccccc1,0%,1%,i,0%,4%,-10%,?,-20,-1%
CCn1c(CC(=O)Nc2ccccc2)nnc1SCc1nc2ccccc2c(=O)[nH]1,-12%,2%,i,5%,1%,6%,-5%,9,-5%
N#CC(C#N)=Cc1c(N2CCN(c3ccccc3)CC2)nc2ccccn2c1=O,24%,6%,i,-21%,10%,17%,20%,-1,24%
CC(=O)N1CCc2cc(S(=O)(=O)NC(C(=O)NC3CCCc4ccccc43)C(C)C)ccc21 (configuration not stated),-7%,-21%,i,6%,-21%,-11%,-1%[9.22 µM],1,-1%
O=C(NC1CCCc2c1cnn2-c1cc(F)cc(F)c1)c1ccccn1 (configuration not stated),?,-8%,i,-29%,-18%,8%,-3%,-16,2%
COc1ccc(-c2csc(C(O)c3cccc(Cl)c3)n2)cn1 (configuration not stated),0%,?,i,-36%,-28%,3%,/,-8,/
O=C(Nc1nnc([C@@H]2C[C@H](O)[C@@H](CO)O2)s1)c1cccs1,0%,25%,i,4%,18%,8%,/,9,/
COc1ccc(-c2cc3ccc(OCC(C)=O)cc3oc2=O)cc1OC,-13%,-5%,i,-2%,-3%,10%,-11%,-28,-2%
CC(OC(=O)Cn1[nH]c(=O)c2ccccc2c1=O)C(=O)Nc1ccc(Cl)cn1 (configuration not stated),-9%,1%,i,-4%,1%,10%,0%,37,-4%
COc1ccc(Cl)cc1NC(=O)CN(C)C(=O)c1cn(-c2ccccc2)nc1-c1cccs1,?,3%,i,-32%,-3%,/,/,-15,/
COc1ccc(CNC(=O)c2ccc3c(Cl)c4c(nc3c2)CCCC4)c(OC)c1,0%,/,i,6%,/,1%,/,/,/
CCOC(=O)Cn1nc(C)c(NC(=O)COc2ccc([N+](=O)[O-])c(C)c2)c1C,3%,3%,/,5%,-5%,0%,-3%,21,10%
COC(=O)c1ccc(N2OC3(C)C=CC2CC3)cc1 (configuration not stated),1%,23%,i,7%,24%,30%[activator],-301%[inhibitor],-12,-1%
Cc1ccc2cc(CCNC(=O)c3cc4ccccc4o3)c(=O)[nH]c2c1C,0%,9%,?,-23%,-3%,?,-3%,-9,?
CCc1ccc(C(=O)O)cc1,8%,17%,i,6%,7%,3%,-11%,11,-5%
CC/C(=N/O)c1cnnc(SC)n1,4%,3%,i,-9%,-1%,-1%,1%,-5,-9%

# In another format: entries from further up.
> COc1ccc(-c2csc(C(O)c3cccc(Cl)c3)n2)cn1 (configuration not stated)
- KB-3-1 tox = 0%
- HT1080-NT tox = ?
- S2 tox = i
- HepG2 viability = -36%
- HT1080 IDH1KD tx = -28%
- ATXN2 expr inh = 3%
- SW480 rereplic = /
- IL-1B inflam inh = -8
- MCF10A rerep = /

> O=C(Nc1nnc([C@@H]2C[C@H](O)[C@@H](CO)O2)s1)c1cccs1
- KB-3-1 tox = 0%
- HT1080-NT tox = 25%
- S2 tox = i
- HepG2 viability = 4%
- HT1080 IDH1KD tx = 18%
- ATXN2 expr inh = 8%
- SW480 rereplic = /
- IL-1B inflam inh = 9
- MCF10A rerep = /

# The listing continues:
SMILES,KB-3-1 tox,HT1080-NT tox,S2 tox,HepG2 viability,HT1080 IDH1KD tx,ATXN2 expr inh,SW480 rereplic,IL-1B inflam inh,MCF10A rerep
Cc1ccc(-n2c(SCC(=O)NCC3CCCO3)nc3ccccc3c2=O)cc1 (configuration not stated),-1%,-1%,?,-8%,1%,-8%,-14%,-25,3%
COc1cc(OC)nc(Nc2nc(C(N)Cc3ccc(F)cc3)cs2)n1 (configuration not stated),-14%,?,?,-83%,?,?,/,/,/
CCOC(=O)c1cc(COc2cc(Cl)cc(Cl)c2)on1,4%,4%,i,8%,14%,-1%,-11%,16,-2%
O=C(COC(=O)c1cnccn1)c1ccc([N+](=O)[O-])cc1,5%,-1%,i,-16%,-1%,1%,?,-54*,?
CN(C)C(=O)N1CCC(C(=O)NCc2ccccc2Cl)CC1,2%,-9%,i,0%,-3%,1%,3%,?,2%
CC1(C)CC(=O)C=C(NCCN2CCN(C(=O)Nc3ccccc3)CC2)C1,-6%,-1%,i,1%,-1%,-10%,?,-14,?
